Bioassay records from PubChem.
C2C12 statin: suppressors of simvastatin-induced myotoxicity in C2C12 myotubes; AID 602340; rescue of ATP level, % at 7.49 µM; ATP luminescence, 48 h; scaled: DMSO 0, geranylgeraniol control 100; actives 0.78% (n = 330,000);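 active means mean ATP rescue above about 67%, or every replicate alone reaching that limit, limit read from the data, passing the limit was not always enough; inconclusive means no clear call, values can overlap the other calls; inactive means mean under the limit and some replicate under it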;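 further: myotubes were challenged with 10 µM simvastatin during compound exposure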
ERp5 inh: inhibitors of human ERp5; ERp5 insulin aggregation, absorbance 650 nm, 90 min; inhibition, % at 9.99 µM; actives 0.05% (n = 350,000); AID 651711;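 active means mean replicate inhibition above about 25%, with every replicate also reaching it, limit read from the data, passing the limit was not always enough; inconclusive means only one of those two criteria met; inactive means neither criterion met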
Target sequence (Q15084 whole entry, looked up): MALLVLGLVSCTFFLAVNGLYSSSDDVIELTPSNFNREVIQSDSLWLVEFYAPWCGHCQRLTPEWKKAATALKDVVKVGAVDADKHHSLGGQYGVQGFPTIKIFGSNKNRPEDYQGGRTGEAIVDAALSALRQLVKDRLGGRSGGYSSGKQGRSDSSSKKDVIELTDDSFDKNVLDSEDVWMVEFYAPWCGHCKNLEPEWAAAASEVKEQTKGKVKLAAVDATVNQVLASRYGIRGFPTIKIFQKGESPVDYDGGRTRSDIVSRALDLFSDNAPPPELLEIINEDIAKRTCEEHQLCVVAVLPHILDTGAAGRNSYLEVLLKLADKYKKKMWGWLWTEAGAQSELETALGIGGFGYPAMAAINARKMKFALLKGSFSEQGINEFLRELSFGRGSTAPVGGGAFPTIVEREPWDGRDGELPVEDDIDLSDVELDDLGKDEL
SIRT5 inh: blocks human SIRT5 desuccinylation of peptide; Q9NXA8; Purified SirT5, succinyl-peptide AMC, trypsin-coupled fluorescence; inhibition, % at 15 µM; actives 1.1% (n = 330,000); in the data active means inhibition above about 15%; inconclusive means no clear call, values can overlap the other calls
Target sequence (Q9NXA8 whole entry, looked up): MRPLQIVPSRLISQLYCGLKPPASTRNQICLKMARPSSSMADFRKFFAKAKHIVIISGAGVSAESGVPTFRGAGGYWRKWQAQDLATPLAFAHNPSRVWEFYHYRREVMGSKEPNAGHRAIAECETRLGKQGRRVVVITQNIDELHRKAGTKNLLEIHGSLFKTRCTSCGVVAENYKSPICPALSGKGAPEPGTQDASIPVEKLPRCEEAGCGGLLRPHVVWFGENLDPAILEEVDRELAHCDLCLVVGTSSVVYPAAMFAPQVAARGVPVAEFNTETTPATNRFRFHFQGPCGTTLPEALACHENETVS
S100A4 MyoIIA: S100A4-myosin IIA interaction inhibition; S100A4/TAMRA-MyoIIA peptide fluorescence polarization; AID 652163; actives 0.14% (n = 360,000); P26447; inhibition, % at 10.7 µM;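 active means mean inhibition of at least 70% across replicates, with every replicate also reaching that level; inconclusive means mean inhibition reaches 70% but some replicates fall short; inactive means mean inhibition below 70%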
Target sequence (P26447 whole entry, looked up): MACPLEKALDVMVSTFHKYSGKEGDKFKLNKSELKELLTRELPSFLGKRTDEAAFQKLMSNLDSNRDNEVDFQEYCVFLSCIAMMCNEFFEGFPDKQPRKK
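Material: S100A4 monomer protein | Medium: HEPES pH 7.2 with CaCl2, KCl, NaCl, DTT, Triton | Reagent: Labelled myosin peptide probe, 5 nM | Doses: One dose per compound | Times: 5 min incubation before reading | Benchmarks: Neutral control DMSO, positive control TFP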
DENV2 CPE: inhibitors of DENV2 cytopathic effect; DENV2-infected cells, cytopathic effect rescue, plate reader; CPE inhibition, % at 9.99 µM; actives 1.7% (n = 350,000); AID 651640; in the data active means CPE inhibition above about 20%, passing the limit was not always enough; inconclusive means no clear call, values can overlap the other calls; tested in BHK-21 cells;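 further: 0% = median of neutral control wells and 100% = median of positive control wells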
PglD inh: blocks C. jejuni PglD acetyltransferase activity. inhibition, % at 12.5 µM. purified PglD enzyme, DTNB colorimetric CoA detection. AID 602405. actives 0.098% (n = 360,000); in the data active means inhibition above about 16%, passing the limit was not always enough; inconclusive means no clear call, values can overlap the other calls; further: strong numbers were not always called active
E-selectin induc: E-selectin induction on HUVECs; P16581; HUVEC E-selectin immunofluorescence imaging; normalized: neutral wells 0, TNF-alpha wells 100; activation, % at 7.58 µM; actives 0.37% (n = 260,000); AID 686992;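 active means mean E-selectin-positive cell signal at least 10% of the positive control, reached in at least 60% of replicates, without over 20% cell loss; inconclusive means no rule given, readout overlaps actives, possibly toxicity-flagged; inactive means the rest, including those meeting only one limit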;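 further: in these data hits start at about 27%; measured in HUVEC primary endothelial cells; signal is the percent of cells scored E-selectin positive by PE staining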
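material = human umbilical vein endothelial cells (HUVEC), E-selectin induction | quantity = 3,000 cells/well | medium = EGM-2 growth medium on 0.1% gelatin-coated wells | technique = immunofluorescence imaging | read-out basis = % PE-positive cells | control set = TNF-alpha positive control, DMSO neutral control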
* = called active by the depositor; ? = inconclusive; . = no result given; & = joins results of further samples.

SMILES	C2C12 statin	ERp5 inh	SIRT5 inh	S100A4 MyoIIA	DENV2 CPE	PglD inh	E-selectin induc
COc1ccc(C#Cc2cnc3c(c2)C(=O)N([C@H](C)CO)C[C@H](C)[C@@H](CN(C)C(=O)CN(C)C)O3)cc1	24	0	-6	1	0	-2	0.6
Cc1ccc(S(=O)(=O)N2CCN(C(=O)COC(=O)c3cncc(Br)c3)CC2)c(C)c1	.	3	.	3	0	.	0.1
N#C[C@@H]1[C@@H](c2ccc(C#Cc3cccnc3)cc2)[C@@H](CO)N1C(=O)NC1CCCCC1	-10	-8	-1	3	?	-1	0.0
CCCc1cc(=O)oc2cc(C)cc(OC(C)C(=O)NCCCN3CCOCC3)c12 (centres undefined)	-7	4	-11	-2	2	3	1.7
COc1ccc(NC(=O)Cn2nnc(C(N)=O)c2N)c(OC)c1	11	-6	0	-7	.	1	.
O=C(c1ccc(NC(=S)Nc2ccc(F)cc2F)cc1)N1CCOCC1	.	1	1	-1	7	.	-0.5
CCC(=O)N1CCCCN2[C@H](CO)[C@@H](c3ccc(C#Cc4cccnc4)cc3)[C@H]2C1	4	13	2	-2	-7	0	-0.5
CCN1CCN(c2nc(-c3ccccc3Cl)nc3ccccc23)CC1	0	2	-1	0	5	3	0.5
Cc1occc1-c1nnc(SC(C)C(=O)Nc2ccccc2F)o1 (centres undefined)	-94	2	1	-1	?	-1	0.0
Cc1ccccc1OCC(=O)Nc1ccc2oc(=O)ccc2c1	8	4	0	2	7	-5	2.0
CO[C@H]1CN(C)C(=O)c2cc(NC(C)=O)ccc2OC[C@H](C)N(C(=O)c2ccccc2)C[C@H]1C	-8	2	-1	-12	-4	1	-0.3
Cc1c(CC(=O)O)c(=O)oc2c(C)c3occ(-c4ccc(F)cc4)c3cc12	-8	-1	-1	0	6	2	.
COc1ccc(-c2nn(-c3ccccc3)cc2C(=O)N(C)CC(=O)Nc2cccc(F)c2)cc1	6	15	-3	0	1	1	.
CCC(C)NC(=O)C1CCC(CNS(=O)(=O)c2ccc3c(c2)CC(C)N3C(C)=O)CC1 (centres undefined)	3	4	-2	-6	-5	2	.
COC(=O)[C@]1(C)N[C@H](c2ccc(-c3ccccc3)cc2)[C@@H]2C(=O)N(C)C(=O)[C@@H]21	6	1	-5	-2	-9	-2	-0.1
COc1ccc(S(=O)(=O)N(C)C[C@H]2Oc3c(NS(=O)(=O)c4cn(C)cn4)cccc3C(=O)N([C@H](C)CO)C[C@@H]2C)cc1	14	-6&-5	10	-7&8	11&9	-1	0.0&-0.1
CCC(=O)N1CC2(C1)[C@H](c1ccc(-c3ccc(F)cc3)cc1)[C@@H](CO)N2C(C)=O	.	-1	-4	1	-12	.	0.1
O=C(C[C@H]1C=C[C@H](NS(=O)(=O)c2ccccc2)[C@H](CO)O1)N1CCN(c2ccccc2)CC1	.	1	-2	11	2	.	-0.3
COc1ccc(S(=O)(=O)Nc2ccc3c(c2)C(=O)N([C@@H](C)CO)C[C@@H](C)[C@@H](CN(C)C(=O)CCCN(C)C)OCCCC[C@@H](C)O3)cc1	26	2	-1	7	1	-1	0.7
O=C(COC(=O)COc1cc(Cl)c(Cl)cc1Cl)NC1CC1	-1	-6	1	9	?	.	-0.3

13 compounds out of the list, arranged by heavy-atom count, falling:
SMILES	C2C12 statin	ERp5 inh	SIRT5 inh	S100A4 MyoIIA	DENV2 CPE	PglD inh	E-selectin induc
COc1ccc(S(=O)(=O)N(C)C[C@H]2Oc3c(NS(=O)(=O)c4cn(C)cn4)cccc3C(=O)N([C@H](C)CO)C[C@@H]2C)cc1	14	-6&-5	10	-7&8	11&9	-1	0.0&-0.1
COc1ccc(C#Cc2cnc3c(c2)C(=O)N([C@H](C)CO)C[C@H](C)[C@@H](CN(C)C(=O)CN(C)C)O3)cc1	24	0	-6	1	0	-2	0.6
COc1ccc(-c2nn(-c3ccccc3)cc2C(=O)N(C)CC(=O)Nc2cccc(F)c2)cc1	6	15	-3	0	1	1	.
O=C(C[C@H]1C=C[C@H](NS(=O)(=O)c2ccccc2)[C@H](CO)O1)N1CCN(c2ccccc2)CC1	.	1	-2	11	2	.	-0.3
CCC(C)NC(=O)C1CCC(CNS(=O)(=O)c2ccc3c(c2)CC(C)N3C(C)=O)CC1 (centres undefined)	3	4	-2	-6	-5	2	.
CCCc1cc(=O)oc2cc(C)cc(OC(C)C(=O)NCCCN3CCOCC3)c12 (centres undefined)	-7	4	-11	-2	2	3	1.7
CCC(=O)N1CC2(C1)[C@H](c1ccc(-c3ccc(F)cc3)cc1)[C@@H](CO)N2C(C)=O	.	-1	-4	1	-12	.	0.1
COC(=O)[C@]1(C)N[C@H](c2ccc(-c3ccccc3)cc2)[C@@H]2C(=O)N(C)C(=O)[C@@H]21	6	1	-5	-2	-9	-2	-0.1
Cc1c(CC(=O)O)c(=O)oc2c(C)c3occ(-c4ccc(F)cc4)c3cc12	-8	-1	-1	0	6	2	.
O=C(c1ccc(NC(=S)Nc2ccc(F)cc2F)cc1)N1CCOCC1	.	1	1	-1	7	.	-0.5
CCN1CCN(c2nc(-c3ccccc3Cl)nc3ccccc23)CC1	0	2	-1	0	5	3	0.5
Cc1ccccc1OCC(=O)Nc1ccc2oc(=O)ccc2c1	8	4	0	2	7	-5	2.0
O=C(COC(=O)COc1cc(Cl)c(Cl)cc1Cl)NC1CC1	-1	-6	1	9	?	.	-0.3

Continuation:
SMILES	C2C12 statin	ERp5 inh	SIRT5 inh	S100A4 MyoIIA	DENV2 CPE	PglD inh	E-selectin induc
O=C(Nc1cccc(F)c1)N1[C@@H]2CNC[C@H]1C2c1ccc(-c2ccncc2)cc1 (some centres undefined)	.	17	1	1	-10	.	-0.1
C[C@H](CO)N1C[C@H](C)[C@H](CN(C)C(=O)NC2CCCCC2)Oc2ccc(NS(=O)(=O)c3ccc(Cl)cc3)cc2CC1=O	0	7	-1	3	0	-2	-3.6
CN(C)/C=N/c1cc(=O)[nH]c(=O)n1Cc1ccccc1	1	0	.	23	.	-1	0.3
Cc1cc(C)c2nncn2n1	4	-8	-7	-7	14	-8	.
C[C@@H](N)C(=O)NC[C@H]1O[C@@H](n2cnc3c(N)ncnc32)[C@H](O)[C@@H]1O	-6	2	-5	-4	14	2	0.1
O=C(NC1CCCCCC1)c1ccc(CS(=O)Cc2cccc(Cl)c2)o1 (centres undefined)	6	.	-2	-1	-3	-7	0.0
O=C(N/N=C/c1ccc2c(c1)OCO2)c1cccc(NC(=O)c2ccccc2Cl)c1	-33	-2	0	-39	2	1	.
Cc1ccc(N(C(=O)CNC(=O)c2ccco2)C(C(=O)NC2CCCCC2)c2cccnc2)cc1C (centres undefined)	18	1	1	-1	-4	-5	.
O=C(CCNS(=O)(=O)c1cccc2nsnc12)NCc1ccc(F)cc1	.	-1	.	-5	3	.	.
COCCn1nnnc1SCC(=O)NCc1ccc2c(c1)OCO2	1	3	-1	-4	.	-25	4.7
Cc1ccc(CSCc2ccc(C(=O)NCC3CCCO3)o2)cc1 (centres undefined)	.	-3	2	5	-8	-1	1.8
COc1cccc(NC(=O)CN(C)C(=O)c2cc3c(s2)CCC(C)C3)c1 (centres undefined)	4	4	0	-4	3	-3	-0.5
Clc1ccccc1CNCc1ccncc1	19	2	6	-2	-3	3	-0.2
Cc1cccc(C(=O)N(Cc2ccc(C)o2)C2CCS(=O)(=O)C2)c1 (centres undefined)	.	0	1	3	-5	0	-0.2
COc1ccc(CNC(=O)CN(C)CC(=O)Nc2ccccc2Br)cc1	-5	2	0	-6	8	1	-0.7
CSc1nnc(NC(=O)c2nc(S(=O)(=O)Cc3cccc(C)c3)ncc2Cl)s1	-101	-2	1	1	1	4	.
O=C1/C(=C/c2ccc3c(c2)OCO3)CCC/C1=C\c1ccc2c(c1)OCO2	3	-5	15*	7	0	.	-1.6
O=C(CNc1ccccc1)c1ccc([N+](=O)[O-])cc1	.	-3	-4	1	8	.	0.3
CCCCNC(=O)C[C@H]1C[C@@]2(C(=O)OC)C(=C[C@H](C(C)(C)C)O[C@@H]2C)N(Cc2ccccc2)C1=O	.	-3	.	-2	-6	.	-0.2
CC(C)CC(=O)Nc1nnc(CCc2ccccc2)s1	0	-1	-3	-1	-3	-14	-0.9
COC(=O)c1ccc(C(=O)OC)c(NC(=O)COC(=O)c2ccc(OC)c(OC)c2OC)c1	2	.	.	.	.	-8	0.0
COc1ccc(CN2CCN(Cc3ccccc3C(F)(F)F)CC2)c(OC)c1	-9	2	0	1	0	0	-0.2
C/C(=N/NS(=O)(=O)c1ccc(C)cc1C)c1ccc2c(c1)OCO2	.	2	-2	-15	18	0	.
O=S(=O)(c1ccccc1)N1CCCCN2[C@H](CO)[C@H](c3ccc(-c4ccccc4)cc3)[C@H]2C1	-22	-1	0	14	-20	-10	0.2
O=C(Cc1cccs1)Nc1nnc(SCc2ccc(C(F)(F)F)cc2)s1	.	8	-1	-7	-1	-7	-0.2
O=C(c1ccncc1)N1c2ccccc2Sc2ccccc21	-2	5	.	-1	-2	-3	1.5
Cc1nnc(SCc2cccc(Cl)c2)n(N)c1=O	.	5	-3	1	4	.	0.9
Nc1nc2n(n1)C(=O)CC(c1ccccc1[N+](=O)[O-])N2 (centres undefined)	.	4	-3	1	3	.	.
COC(=O)[C@H]1C[C@@H]1[C@H](N)c1ccccc1	7	-3	.	-3	2	1	.
CCOC(=O)N1CCN(C(=O)c2ccc3c(c2)sc2nc(-c4ccc(OC)cc4)cn23)CC1	1	2	1	1	.	0	.
COc1cc(C(=O)OCC(=O)Nc2nnc(-c3ccccc3)o2)cc(OC)c1OC	.	-5	4	2	11	.	5.9
CCn1c(CNC(=O)c2cccc(C)c2)nnc1SCC(=O)Nc1nnc(C)s1	7	-3	3	1	3	7	-0.1
Cc1ccc(NC(=O)COC(=O)c2cccc(C)c2[N+](=O)[O-])cc1S(=O)(=O)N1CCCCC1	5	-2	-2	1	-5	-6	-0.1
C[C@H](CO)N1C[C@H](C)[C@H](CN(C)C(=O)Nc2ccc(C(F)(F)F)cc2)OCCCC[C@H](C)Oc2ccc(NS(=O)(=O)c3cccs3)cc2C1=O	12	-4	0	-2	6	-3	0.1
O=C(CCC(=O)N1CCN(c2ccc(O)cc2)CC1)c1cccs1	22	6	-6	1	1	.	-0.2
CCN1CNC(=S)N(c2ccccc2OC)C1	.	-1	-5	-6	-2	.	.
CCN1CCN(C(=O)c2ccc(N3CC4CC(C3)c3cccc(=O)n3C4)c([N+](=O)[O-])c2)CC1 (centres undefined)	.	3	-1	-5	19	.	1.9
O=C(Nc1cc(C(F)(F)F)ccc1N1CCCCC1)C1=COCCO1	-9	4	.	-5	-4	7	.
CC1(C(=O)NS(=O)(=O)c2cccc(OC(F)F)c2)CCN1C(=O)c1ccco1 (centres undefined)	5	-3	-3	-1	-4	4	-0.3

A portion of the library; rates above refer to the full screens.
